PI5P4K alpha inh: qHTS for Inhibitors of phosphatidylinositol 5-phosphate 4-kinase (PI5P4K); Phosphatidylinositol 5-phosphate 4-kinase type-2 alpha (Homo sapiens), P48426; PI5P4Kalpha enzyme, ADP-Glo luminescence, 60 min; active compounds read low; max response, %; 330,000 tested, 1.2% active; active = max response of -50% or lower; inconclusive = between -30% and -50%; inactive = -30% or higher; also: value at the top dose of about 77 µM; % is scaled to controls: 0 for no effect and ±100 for the full control effect
Target sequence (P48426 whole entry, looked up): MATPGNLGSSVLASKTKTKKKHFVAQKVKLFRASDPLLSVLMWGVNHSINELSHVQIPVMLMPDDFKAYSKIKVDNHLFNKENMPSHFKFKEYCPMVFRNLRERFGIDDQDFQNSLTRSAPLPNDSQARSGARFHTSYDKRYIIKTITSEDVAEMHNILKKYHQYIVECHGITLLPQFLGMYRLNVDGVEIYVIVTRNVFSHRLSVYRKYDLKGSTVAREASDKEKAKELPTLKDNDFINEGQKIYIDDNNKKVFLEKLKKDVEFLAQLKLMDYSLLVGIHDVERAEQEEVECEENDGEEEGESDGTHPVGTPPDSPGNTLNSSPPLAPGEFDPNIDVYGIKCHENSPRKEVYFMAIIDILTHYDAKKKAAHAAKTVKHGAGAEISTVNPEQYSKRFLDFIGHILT
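PI5P4Kalpha ADP-Glo assay; 5 microM ATP final; 60 min RT reaction; HEPES pH 7.4/EGTA/CHAPS, 5% DMSO; controls lacking substrate or enzyme; luminescent end-point.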
FUS yeast rescue: qHTS for Suppressors of FUS Proteinopathy: Primary screen using FUS-linked yeast assay; 390,000 tested, 0.24% active; S. cerevisiae FUS-expressing, growth rescue, OD600, 24 h; Potency, µM (highest dose often 76.6 µM), without a hit: at the top dose growth rescue (activation), usual class: activators; AID 1347120, 2019;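 also: potency is read from the fitted curve at half-maximal effect; plate controls were DMSO vehicle for no effect and reference control for full effect; nearly all actives have a fitted effect of over 55% in size; some results filed as inactive show a strong effect at the top dose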
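Absorbance at 600 nm, taken 24hr after compound addition, measured rescue of FUS-yeast growth at 30C. Induction used 2% galactose with seeding at OD 0.005. Controls: CP55940 from 92uM final, DMSO only.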
EPAC1 ag: qHTS for Agonist of cAMP-regulated guanine nucleotide exchange factor 3 (EPAC1): primary screen | Rap guanine nucleotide exchange factor 3 (Homo sapiens), O95398 | AID 720707, 2013 | EPAC1 agonist qHTS, biochemical assay; response scale: 100% = response to 6.5 mM cAMP | Potency, µM (highest dose often 154 µM), for inactives: at the top dose activation, most hits filed as activators | 360,000 tested, 0.073% active; also: potency is read from the fitted curve at half-maximal effect; nearly all actives have a fitted effect of over 60% in size
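Fluorescent GDP-exchange assay: 100 nM EPAC1 with 250 nM Rap1B preloaded with BODIPY-GDP and 50 uM GDP; compounds tested as concentration series, 5 min at room temperature, then read every 5 min for 30 min (ex 480/em 540 nm); normalized to 6.5 mM cAMP.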
EPAC1 antag: qHTS for Antagonist of cAMP-regulated guanine nucleotide exchange factor 3 (EPAC1): primary screen; Rap guanine nucleotide exchange factor 3 (Homo sapiens), O95398; Potency, µM (titrated, usually from 115 µM), without a hit: at the top dose activity change, negative = inhibition, usual class: inhibitors; AID 720709, 2013; 360,000 tested, 0.14% active; EPAC1 GEF assay, Rap1b-BODIPY-GDP exchange fluorescence;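 also: potency is read from the fitted curve at half-maximal effect; plate controls were vehicle for no effect and positive control for full effect; nearly all actives have a fitted effect of over 50% in size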
PLK1 PBD block: qHTS for Inhibitors of PLK1-PDB (polo-like kinase 1 - polo-box domain): Primary Screen; Serine/threonine-protein kinase PLK1 (Homo sapiens), P53350; Plk1 PBD binding of FITC phosphopeptide, fluorescence polarization; Potency, µM, inactives show max response, negative = inhibition, usual class: inhibitors; 360,000 tested, 2.8% active; AID 720504, 2013; also: potency is read from the fitted curve at half-maximal effect; series mostly up to about 57 µM; % is scaled to controls: 0 for no effect and ±100 for the full control effect; nearly all actives have a fitted effect of over 65% in size
Target sequence (P53350 whole entry, looked up, the tested form may be a part): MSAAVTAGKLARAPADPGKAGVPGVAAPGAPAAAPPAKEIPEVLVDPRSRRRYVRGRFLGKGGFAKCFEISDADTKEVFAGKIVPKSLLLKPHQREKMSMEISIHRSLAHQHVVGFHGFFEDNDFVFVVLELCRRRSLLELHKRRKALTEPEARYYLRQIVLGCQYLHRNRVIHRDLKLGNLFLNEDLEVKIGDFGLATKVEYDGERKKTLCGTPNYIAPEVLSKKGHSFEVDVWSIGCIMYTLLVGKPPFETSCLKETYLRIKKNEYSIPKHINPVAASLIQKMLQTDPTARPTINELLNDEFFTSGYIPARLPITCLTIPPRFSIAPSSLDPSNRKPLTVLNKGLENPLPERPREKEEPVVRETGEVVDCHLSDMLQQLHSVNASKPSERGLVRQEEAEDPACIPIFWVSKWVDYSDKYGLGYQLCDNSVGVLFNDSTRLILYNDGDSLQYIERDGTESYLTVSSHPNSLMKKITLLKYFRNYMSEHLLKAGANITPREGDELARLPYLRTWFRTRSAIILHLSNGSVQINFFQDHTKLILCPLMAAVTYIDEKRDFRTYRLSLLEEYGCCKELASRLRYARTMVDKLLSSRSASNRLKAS
Abeta rescue: qHTS for compounds that reverse cellular toxicity of Amyloid beta (A-beta) peptide in yeast: Primary Screen; yeast expressing A-beta42, growth rescue, OD600, 48 h; response scale: 0% DMSO, 100% iron-clioquinol control; Potency, µM (titrated, usually from 46.1 µM), without a hit: at the highest dose growth rescue, hits mostly activators; 410,000 tested, 0.063% active; AID 1347071, 2019; also: potency is read from the fitted curve at half-maximal effect; nearly all actives have a fitted effect of over 55% in size
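Growth rescue measured by 600 nm absorbance after 48 h yeast culture at 30 C with compound. Values normalized between DMSO and an equimolar ferric chloride plus clioquinol control.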
IL2 activator: qHTS of IL-2 Activators. IL-2 activation reporter assay, cell-based qHTS; stimulated with anti-CD3/CD4/CD28 beads; in transgenic mouse T cells. activation, % (series mostly up to about 46 µM). 360,000 tested, 0.065% active. AID 652025, 2013; in the data active = activation above about 50%; inconclusive = mostly about 30% to 49%; also: 0% is about no effect
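Quantitative HTS in unstimulated transgenic mouse T cells, with memory T cells as non-tolerant control and PMA/ionomycin as tolerance-bypass control. Compound pretreatment lasted 60 minutes before 18 h bead stimulation; EGFP/DsRed fluorescence read.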
WRN inhibitor: qHTS for Inhibitors of WRN Helicase | Bifunctional 3'-5' exonuclease/ATP-dependent helicase WRN (Homo sapiens), Q14191 | WRN helicase unwinding, fluorescent forked duplex, kinetic | Potency, µM (highest dose often 114 µM), inactives show at the top dose activity change, negative = inhibition, actives largely listed as inhibitors | 360,000 tested, 0.46% active | AID 651768, 2012; also: potency is read from the fitted curve at half-maximal effect; % is scaled to controls: 0 for no effect and ±100 for the full control effect; nearly all actives have a fitted effect of over 55% in size
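Screening of the MLSMR collection measured strand separation of a quenched forked DNA duplex (100 nM) by 20 nM WRN with 2 mM ATP, all final. Compounds were preincubated with enzyme 15 min at room temperature.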
Active calls of the source: *; ? = inconclusive; / = not tested or not shown; [ ] = another dose, or the depositor's remark. Unless noted, calls follow the shape of the dose curve; as a rule, active = well fitted curve in the direction sought with a large enough effect; inconclusive = small, poorly fitted or top-dose-only effect, or another doubt; inactive = no such curve, though single readings can be large; an effect the other way counts as inactive or inconclusive.

SMILES	PI5P4K alpha inh	FUS yeast rescue	EPAC1 ag	EPAC1 antag	PLK1 PBD block	Abeta rescue	IL2 activator	WRN inhibitor
CC(=O)c1cccc(S(=O)(=O)N(C)C2CCN(C)CC2)c1	-0.1	3.3%	7.9%	-20.7%	5.9%	15.3%	-1.2	-0.9%[57.1 µM]
COc1ccc(CCNC(=O)c2cc(C)oc2C)cc1	0.0	2.3%	0.9%	13.3%	-15.1%	-6.7%	-2.9	4.7%
O=C(NCc1ccc(Cl)cc1)C1CCN(c2nnc(N3CCCC3=O)s2)CC1	-2.4	-1.4%	3.1%	15.5%	-3.1%	9.3%	-1.7	-8.2%
O=C(CSc1nnc(NC(=O)c2ccco2)s1)Nc1cccc(F)c1	-1.4	/	5.6%	0.4%	-0.4%	-0.2%	-1.3	-23.5%
O=C(NC1CCCCC1)c1ccc(S(=O)(=O)NCc2cccnc2)cc1	/	-4.5%	0.1%	-19.1%	-2.1%	9.9%	-3.1	-12.8%
CSc1ccc(S(=O)(=O)Nc2ccc3c4c(cccc24)CC3)cc1	/	25.5%	25.6%	1.1%	-7.4%	0.3%	-0.5	-7.6%
Cc1cc(C(=O)CN2C(=O)NC3(CCCCCC3)C2=O)c(C)n1C	1.0	9.4%	3.3%	3.4%	-3.6%	6.1%	-0.4	-0.9%
C=CCNC(=O)CCCCC(=O)NCC=C	/	16.3%	2.6%	3.3%	0.6%	6.7%	-1.0	11.9%
S=c1[nH]c2ccccc2n1CCc1ccncc1	0.3	/	-2.6%	8.7%	4.6%	-4.3%	-1.3	6.5%
Cc1[nH]c2ccccc2c1C(=O)CN1CCC(C(N)=O)(N2CCCCC2)CC1	-10.9	-6.5%	11.6%	-3.9%	-8.3%	7.3%	0.7	0.6%
CCN(CC)S(=O)(=O)c1cc(Br)c(C)cc1OC	-1.3	/	-8.1%	-12.4%	3.5%	-2.1%	-3.1	-10.2%
O=C(Nc1nc(-c2ccc(S(=O)(=O)N3CCCCCC3)cc2)cs1)c1ccccc1	/	?	2.5%	19.9%	-6.2%	7.8%	-2.6	-19.7%
Cc1cc(NC(=O)CSc2nnc(C)c(=O)[nH]2)no1	-3.5	3.6%	-3.4%	-5.8%	-6.2%	1.0%	-1.8	-1.3%
CSc1nc(C)cc(OCC(=O)N/N=C/c2ccccc2O)n1	-0.5	10.7%	-0.9%	-2.9%	-6.6%	4.1%	-1.9	-2.8%
CN1CCN(c2nnc(-c3ccc(F)cc3)c3ccccc23)CC1	-0.9	14.2%	7.7%	12.3%	-7.6%	-2.8%	-0.4	2.5%
Cc1ccc(S(=O)(=O)N2CCC(C(=O)OCC(=O)N3CCC(C)CC3)CC2)cc1C	0.4	18.0%	-10.7%	-3.5%	-3.9%	7.0%	-4.9	12.8%
COc1cccc(/C(O)=C/c2nc3ccc(C(=O)NCCc4ccc(Cl)cc4)cc3[nH]c2=O)c1	-92.9*	9.5%	?	-9.7%	?	-4.8%	?	2.8%
O=C(CSc1ccccc1C(=O)NCc1ccccc1)NC1CCCCCCC1	4.3	/	-22.8%	-6.7%	-6.9%	5.9%	-4.2	-5.1%
O=C(O)/C(CC(=O)c1ccc(Cl)cc1)=N/Nc1ccc([N+](=O)[O-])cc1[N+](=O)[O-]	-53.4*	3.2%	-2.4%	?	23.8µM*	3.4%	-2.5	-14.2%[11.6 µM]
COc1ccc(N2C(=O)C3CCCN3C2c2cccc(F)c2)cc1Cl (stereo not drawn)	0.6	26.7%	-1.3%	-9.4%	-8.2%	-3.7%	-1.8	-2.7%
O=C(OCc1ccccc1F)c1cc2ccccc2cc1O	23.9	-10.2%	7.7%	-7.5%	-19.4%	6.5%	-1.6	1.6%
CCOC(=O)c1cc(S(=O)(=O)N2CCc3ccccc32)cn1C	-2.2	-9.7%	-12.4%	1.1%	4.1%	9.0%	0.9	0.5%
O=C(CCNC(=O)c1ccc(Br)cc1)NCc1ccccc1F	2.2	-6.4%	6.0%	8.3%	-5.4%	-4.1%	-1.4	-1.0%
O=C(OCC(=O)N1CCCCC1)c1ccc(OC(F)(F)F)cc1	-3.9	-6.1%	0.0%	-16.6%	-5.4%	5.4%	0.0	-28.3%
O=C(O)CC(NC(=O)C1c2ccccc2Oc2ccccc21)c1ccc(OC2CCCC2)cc1 (stereo not drawn)	2.3	?	7.1%	-28.6%	-20.1%	6.5%	0.8	-29.5%
Next results:
SMILES	PI5P4K alpha inh	FUS yeast rescue	EPAC1 ag	EPAC1 antag	PLK1 PBD block	Abeta rescue	IL2 activator	WRN inhibitor
CC(=O)N1CCSc2ccc(S(=O)(=O)NCCc3ccc(C)cc3)cc21	0.8	14.9%	1.5%	-29.9%	2.9%	13.8%	-2.3	-10.4%
Cc1cccc(Nc2nnc(SC/C(O)=C(\C#N)c3nc4ccccc4[nH]3)s2)c1C	-59.3*	/	3.2%	7.5%	-20.8%	1.2%	2.5	-31.0%
NC1=NC[C@H](c2ccccc2)N1CCc1cc(C(F)(F)F)cc(C(F)(F)F)c1	6.6	34.1%	-6.0%	-14.3%	2.8%	-15.9%	-0.8	5.8%
O=C(c1ccco1)N1CCN(S(=O)(=O)c2ccc3c(c2)CCN3C(=O)C2CCC2)CC1	0.0	19.1%	8.0%	-24.1%	-3.2%	-31.5%[inhibitor]	-0.8	-0.7%
CCc1ccc(NC(=O)C2CC(=O)N(C(C)C)C2)cc1 (stereo not drawn)	/	22.2%	-0.5%	3.8%	0.3%	-1.7%	-0.6	6.4%
Cc1c(C(c2ccc(N(C)C)cc2)c2c(C)n(C)n(-c3ccccc3)c2=O)c(=O)n(-c2ccccc2)n1C	-16.7	?	-3.4%	5.1%	-18.8%	-20.9%	-2.0	7.7%
CCCc1nnc2c(N(C)S(=O)(=O)c3ccccc3)nc3ccccc3n12	2.6	-14.6%	8.1%	-25.7%	-6.9%	14.5%	-1.5	0.0%
Cc1cc(C)nc(N/N=C/c2cn[nH]c2-c2ccccc2)n1	-0.7	18.5%	-2.0%	-15.7%	1.2%	28.9%	-2.7	1.7%
CCCCCCCCN1C(=O)[C@H](CC(=O)N2CCOCC2)C[C@@]2(C(=O)OC)CCCCC=C12	0.9	?	-17.7%	-1.5%	-4.7%	3.3%	-0.4	-4.7%
CCCCCOc1ccc(CSC(=N)N)cc1[N+](=O)[O-]	11.7	-61.6%	11.7%	-19.1%	-2.7%	2.9%[9.22 µM]	0.5	-30.8%
C[C@@H]1CCC(=O)N(C[C@@H](C)CSc2ccccc2)CC1	-4.6	4.4%	-1.5%	1.2%	-5.7%	7.0%	-0.2	6.5%
COc1ccc(/C=C2\OC(=S)N(C)C2=O)cc1	/	-8.0%	7.9%	5.6%	-3.6%	-15.7%	-5.1	-2.7%[57.1 µM]
Cc1ncc[nH]1	-0.4	-17.6%	-16.9%	8.4%	0.5%	-4.8%	0.1	4.3%
CC(C)(C)c1ccc(C(=O)NCCC(=O)N2CCCC2)cc1	0.9	16.2%	2.8%	-14.3%	-2.9%	9.4%	0.5	7.4%
COc1ccc(Cc2noc(=O)[nH]2)cc1	-9.7	-11.7%	3.0%	0.8%	-7.7%	3.8%	0.6	7.6%
CC(C)(C)c1ccc(C(=O)Nc2nonc2-c2nc3ccccc3[nH]2)cc1	-14.4	-35.5%	6.1%	-2.1%	4.5%	11.8%[9.22 µM]	-1.0	-16.7%
CC1CCN(S(=O)(=O)c2ccc(NC(=O)[C@@H]3CCCC[C@@H]3C(=O)O)cc2)CC1	3.6	-8.0%	3.8%	-3.2%	-4.9%	-11.6%	-0.3	0.3%[57.1 µM]
COc1cc(CN2C(=O)C(C)ON=C2c2ccccc2F)cc(OC)c1 (stereo not drawn)	-2.1	3.6%	-5.2%	-2.7%	2.8%	-4.5%	0.0	6.6%[57.1 µM]
CCN(CC(=O)NC1CCS(=O)(=O)C1)Cc1nc2c(Br)cc(Br)cc2c(=O)[nH]1 (stereo not drawn)	-22.9	26.2%	-2.7%	-20.9%	-9.7%	-3.9%	0.8	-0.3%
Cc1ccc(F)c(S(=O)(=O)NC(=O)C2(C)CCN2C(=O)CC2CCCCC2)c1 (stereo not drawn)	-1.3	16.5%	-13.5%	7.0%	-1.3%	-2.5%	-0.3	7.8%
COc1ccc(-c2oc3cccnc3c2C#CC2(O)CCCCC2)cc1	2.5	?	4.6%	-18.6%	1.7%	6.7%	-3.6	-15.4%
COc1ccc(/C=N/n2cc(-c3ccccc3)nc2N)cc1	-7.1	/	-2.3%	-10.5%	-22.5%	0.0%	-0.3	-14.2%
COc1ccc(CNC(=O)c2ccc(Cn3nc(C)cc3C)o2)cc1	-2.4	16.3%	1.8%	2.4%	-13.7%	-4.3%	-1.1	-2.9%
O=C(NCCO)/C(=C\c1ccco1)NC(=O)c1ccco1	9.0	-13.4%	5.9%	-7.7%	-13.1%	22.2%	0.6	-4.6%
COc1ccc(CCN2C(=O)c3ccccc3C2c2nnnn2-c2ccc3c(c2)OCCO3)cc1OC (stereo not drawn)	2.0	20.3%	2.7%	5.2%	0.3%	-4.1%	-0.1	-2.8%
CCC1CCCCN1CCCNC(=O)Cn1cnc2sc(C)c(S(=O)(=O)N3CCC(C)CC3)c2c1=O (stereo not drawn)	-3.5	7.3%	-9.2%	-7.7%	-3.1%	0.4%	-3.5	9.5%

Ordered by value in EPAC1 antag (high to low): some entries from above
canonical_smiles,PI5P4K alpha inh,EPAC1 antag,PLK1 PBD block,WRN inhibitor
O=C(NCc1ccc(Cl)cc1)C1CCN(c2nnc(N3CCCC3=O)s2)CC1,-2.4,15.5%,-3.1%,-8.2%
O=C(OCc1ccccc1F)c1cc2ccccc2cc1O,23.9,-7.5%,-19.4%,1.6%
O=C(NC1CCCCC1)c1ccc(S(=O)(=O)NCc2cccnc2)cc1,/,-19.1%,-2.1%,-12.8%

Screening results: PubChem BioAssay, National Center for Advancing Translational Sciences (NCATS)
